From PubChem BioAssay
LDHA inh = blocks human lactate dehydrogenase A | P00338 | purified LDHA, NADH/diaphorase-resazurin fluorescence; hits give low values | activity change, % (values are at about 110 or 230 µM) | 480,000 compounds, 0.15% hits | AID 1347041; in the data active = activity change below about -30%; inconclusive = mostly about -25% to -30%;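 also: plate controls were DMSO wells for no effect and wells without enzyme for full effect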
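Enzyme activity of human lactate dehydrogenase 5 (2 nM; 0.06 mM NADH, 0.2 mM pyruvate, 5 min, RT) is measured via a resazurin/diaphorase fluorescence readout of residual NADH.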
Glioma ERSR ind = inducers of ER stress response in human glioma cells; U87-MG GRP78 promoter luciferase reporter, 16 h; Potency, µM, without a hit: top-dose activation, actives largely listed as activators; 420,000 compounds, 0.02% hits; AID 602332; also: potency is read from the fitted curve at half-maximal effect; series mostly up to about 76 µM; % of control where 0% means no effect; nearly all actives have a fitted effect of over 35% in size
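Stably transfected U87-MG human glioma cells carrying a GRP78-based luminescent sensor were seeded at 1000 cells/well, pin-dosed with compounds and incubated 16 h. Luciferase reagent was then added, and end-point luminescence was read after 10 min at room temperature.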
PI4K2A inh = inhibitors of human PI4K2A | 420,000 compounds, 0.13% hits | activity change, negative = inhibition, % at 76.9 µM | AID 1346378 | purified PI4K2A, ADP-Glo luminescence, 1 h; hits give low values | Q9BTU6; in the data active = activity change below about -50%; inconclusive = mostly about -30% to -49%;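 also: -100% = wells without enzyme as full effect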
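PI4K2A activity was measured by ADP-Glo luminescence: enzyme (4 ug/mL stock) and phosphatidylinositol (1.2 mM stock) in Tris pH 7.5/MgCl2/EGTA/Triton X-100 buffer were reacted with ATP (300 microM stock) for one hour at ambient temperature.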
TrxR1 substrate = is turned over as a substrate by rat TrxR1. O89049. purified TrxR1 substrate turnover, NADPH consumption readout. Potency, µM (doses to about 114 µM), inactives show at the top dose activity change, negative = substrate turnover. 390,000 compounds, 0.01% hits. AID 588456; also: potency is read from the fitted curve at half-maximal effect; % is scaled to controls: 0 for no effect and ±100 for the full control effect; nearly all actives have a fitted effect of over 50% in size
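Rat TrxR1, dispensed at 90 nM, was prereduced with 400 uM NADPH (final) for 5 min at ~22 deg C, then incubated with compound 15 min before 400 uM selenite. A first-read NADPH fluorescence drop versus no-compound background flagged substrates.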
Vif-APOBEC3F blk = blocks the Vif interaction with APOBEC3F. HeLa A3F-eYFP + Vif (tagged APOBEC3F with the HIV-1 protein that degrades it), YFP fluorescence increase. Potency, µM (doses to about 46.1 µM), without a hit: at the highest dose activity, negative = active. 390,000 compounds, 0.2% hits. AID 602313; also: potency is read from the fitted curve at half-maximal effect; % of control where 0% means no effect; nearly all actives have a fitted effect of over 65% in size
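Fluorescence increase (Ex 488/Em 500-530) after overnight compound treatment at 37 deg C flags inhibition of Vif-driven A3F-eYFP loss in stable HeLa A3F-eYFP/Vif cells seeded overnight beforehand.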
RXFP1 ag = RXFP1 (human) receptor agonism | HEK293T-RXFP1 cAMP TR-FRET, 30 min; response scale: percent of porcine relaxin response, buffer zero | AID 2676 | 370,000 compounds, 0.3% hits | Potency, µM (series often up to 57.5 µM), for the others: top-dose activation, most hits filed as activators; also: potency is read from the fitted curve at half-maximal effect; % is scaled to controls: 0 for no effect and ±100 for the full control effect; nearly all actives have a fitted effect of over 60% in size; many of its hits are not listed in these tables
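cAMP rise read by TR-FRET after 30 min, 37C compound exposure (up to 58 uM) in RXFP1-transfected HEK293 cells with Ro 20174 present. EC50 from Hill-equation fits, with 29 nM porcine relaxin as 100% and buffer as basal.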
USP1 inh = inhibitors of human USP1/UAF1 deubiquitinase; 390,000 compounds, 0.23% hits; AID 743255; Potency, µM (highest dose often 57.1 µM), without a hit: top-dose activity change, negative = inhibition, actives largely listed as inhibitors; recombinant USP1/UAF1, Ub-Rhodamine cleavage fluorescence; also: potency is read from the fitted curve at half-maximal effect; % is scaled to controls: 0 for no effect and ±100 for the full control effect; nearly all actives have a fitted effect of over 60% in size; inactives centre near -12
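In this screen, compounds sit with the deubiquitinase complex (1nM) for 15 min at room temperature before Ub-Rho is added at 150nM final. Fluorescence rise is then followed for 6 reads every 60 seconds.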
IDH1 R132H inh = blocks human mutant IDH1 R132H enzyme | O75874 | IDH1-R132H enzyme, NADPH consumption, diaphorase/resazurin fluorescence | AID 602179 | 390,000 compounds, 0.093% hits | Potency, µM (top dose mostly 76.6 µM), for inactives: at the top dose activity change, negative = inhibition, hits mostly inhibitors; also: potency is read from the fitted curve at half-maximal effect; % is scaled to controls: 0 for no effect and ±100 for the full control effect; nearly all actives have a fitted effect of over 65% in size
Target sequence (O75874 whole entry R132H, stated change not applied): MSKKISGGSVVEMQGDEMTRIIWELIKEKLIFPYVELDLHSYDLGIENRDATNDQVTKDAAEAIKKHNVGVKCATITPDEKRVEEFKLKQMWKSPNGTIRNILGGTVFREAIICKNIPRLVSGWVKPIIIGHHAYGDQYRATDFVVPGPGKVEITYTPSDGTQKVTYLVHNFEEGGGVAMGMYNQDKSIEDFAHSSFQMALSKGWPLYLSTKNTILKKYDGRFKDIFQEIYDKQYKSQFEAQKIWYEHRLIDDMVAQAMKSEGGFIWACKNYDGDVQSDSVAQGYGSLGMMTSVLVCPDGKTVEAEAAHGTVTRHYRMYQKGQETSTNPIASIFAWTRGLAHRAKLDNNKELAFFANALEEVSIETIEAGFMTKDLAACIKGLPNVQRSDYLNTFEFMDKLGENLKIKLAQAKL
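IDH1-R132H (0.5 ug/mL) preincubated 30 min with compound, then NADPH (0.016 mM) and alpha-KG (2 mM) added; 80 min at RT, pH 7.5. Remaining NADPH coupled via diaphorase/resazurin to fluorescence (540/590 nm); concentration-response curves normalized to no-enzyme control.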
Vif-APOBEC3G blk = blocks the Vif interaction with human APOBEC3G. Q9HC16. HeLa A3G-eYFP + Vif (tagged APOBEC3G with the HIV-1 protein that degrades it), YFP fluorescence, overnight. Potency, µM (highest dose often 46.1 µM), without a hit: at the highest dose activity, negative = active, most hits filed as inhibitors. 410,000 compounds, 0.076% hits;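 also: potency is read from the fitted curve at half-maximal effect; % is scaled to controls: 0 for no effect and ±100 for the full control effect; nearly all actives have a fitted effect of over 60% in size; hits raise eYFP signal because A3G escapes Vif-driven loss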
Target sequence (Q9HC16 whole entry, looked up): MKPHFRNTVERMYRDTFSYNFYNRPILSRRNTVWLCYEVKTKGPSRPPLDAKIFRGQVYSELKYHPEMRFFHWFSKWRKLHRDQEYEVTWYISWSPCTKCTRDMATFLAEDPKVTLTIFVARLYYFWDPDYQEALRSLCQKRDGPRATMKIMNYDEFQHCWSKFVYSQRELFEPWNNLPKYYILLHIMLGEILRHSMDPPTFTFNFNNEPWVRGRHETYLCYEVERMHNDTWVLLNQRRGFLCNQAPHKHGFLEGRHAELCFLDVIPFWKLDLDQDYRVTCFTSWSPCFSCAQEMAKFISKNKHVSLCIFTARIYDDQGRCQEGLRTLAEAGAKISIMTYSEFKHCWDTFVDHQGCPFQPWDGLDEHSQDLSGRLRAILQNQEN
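Read-out is eYFP fluorescence (Ex 488/Em 500-530) from Vif-expressing HeLa A3G-eYFP cells; more signal means A3G escaped Vif-mediated degradation. Cells plated overnight, compound pinned in, incubated overnight at 37 deg C.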
* marks the source's active call; other numbers are inactive results; ? = inconclusive; nt = no result given; & = joins results of further samples; [ ] = remark or other dose. Unless noted, calls follow the shape of the dose curve; as a rule, active = well fitted curve in the direction sought with a large enough effect; inconclusive = small, poorly fitted or top-dose-only effect, or another doubt; inactive = no such curve, though single readings can be large; an effect the other way counts as inactive or inconclusive. This is a subset (hit frequency here may not be typical).

Values run as follows: LDHA inh	Glioma ERSR ind	PI4K2A inh	TrxR1 substrate	Vif-APOBEC3F blk	RXFP1 ag	USP1 inh	IDH1 R132H inh	Vif-APOBEC3G blk
1) Cc1ccc(Nc2c([N+](=O)[O-])c(=O)oc3ccccc23)cc1C
  -8	0%	-2	5%[57.1 µM]	?	-1.9%	-20%	4%	?
2) COC(=O)CC1C(=O)NCCN1C(=S)NC(=O)C(c1ccccc1)c1ccccc1 (stereo not drawn)
  7	0%	2	5%[57.1 µM]	-8%	-0.4%	4%	3%	-2%
3) Cc1ccnc(NS(=O)(=O)c2ccc(NC(=O)c3ccc(N4C(=O)CCC4=O)cc3)cc2)n1
  -3	0%	-8	-7%	?	2.3%	3%	3%	2%
4) CCCc1cc(=O)oc2cc(OCC(=O)NC(Cc3c[nH]c4ccc(O)cc34)C(=O)O)c(Cl)cc12 (stereo not drawn)
  8	-2%	-12	1%[57.1 µM]	-11%	0.4%	-15%	5%	2%
5) CCOC(=O)N1CCC(NC(=O)CC2C(=O)NCCN2Cc2ccc(C)cc2)CC1 (stereo not drawn)
  -1	-4%	-2	2%	-13%	0.5%	-17%	9%	2%
6) CC(C)NC(=O)CCn1c(SCc2c(F)cccc2Cl)nc2c(sc3ccccc32)c1=O
  -2	-1%	-7	3%	2%	2.1%	-13%	6%	-3%
7) C/C(=N\NC(=O)c1c(Br)cnn1C)c1ccc(NC(=O)c2ccc(F)cc2)cc1
  -1	1%	4	3%	-8%	0.4%	?	7%	-2%
8) CCN(CC)Cc1ccc(OC)c(Cl)c1
  0	-2%	1	6%[57.1 µM]	-1%	-0.9%	-20%	4%	0%
9) CCCOc1ccc(C(=O)N(CC(C)C)c2c(N)n(Cc3ccccc3)c(=O)[nH]c2=O)cc1
  -11	2%	4	-9%[57.1 µM]	-14%	-0.8%	-1%	1%	-1%
10) CCCCn1c(NCCO)nc2ccccc21
  -9	-5%	3	0%	4%	-2.6%	-14%	10%	6%
11) COc1cc(SC)ccc1C(=O)Nc1ccc2c(c1)OCCO2
  -7	-1%	-6	0%[57.1 µM]	10%	-0.1%	-11%	17%	-6%
12) CCOC(=O)c1c(NC(=O)CSc2nc(-c3ccc(OC)cc3)cc(C(F)(F)F)n2)sc(C)c1C
  2	-1%	2	-1%	0%	-1.1%	-18%	4%	-1%
13) COc1ccc(NC(=O)CSc2nc3ccccc3nc2N2CCC(C)CC2)cc1
  -18&-4	nt	-3	3%	nt	0.4%	-2%	nt	nt
14) Cn1c(=O)c2c(nc(NNC(=O)C(F)(F)F)n2C)n(C)c1=O
  16	2%	-3	2%	-15%	12%	-23%	6%	1%
15) Cn1c(=O)n(C)c2cc([N+](=O)[O-])c(N3CCN(S(=O)(=O)c4ccccc4)CC3)cc21
  -5	-2%	-3	-12%	4%	-1.3%	-4%	3%	-18%
16) CCOc1ccc(C(=O)C[n+]2cccc3cc(C)ccc32)cc1
  -1	-6%	-3	2%	?	2.0%	-9%	-2%	-5%
17) Cn1c(CNC(=O)CSc2nc(-c3ccccc3F)nc3cc(=O)[nH]n23)nc2ccccc21
  1	-1%	0	2%[57.1 µM]	0%	0.2%	-15%	-10%	-4%
18) NS(=O)(=O)c1ccc(CCNC(=O)COC(=O)COc2cccc(C(F)(F)F)c2)cc1
  -14	-6%	1	-1%	6%	-0.8%	-18%	-2%	-2%
19) O=c1cc(-c2ccc(OCc3ccccc3)cc2)oc2cc(OCc3ccccc3)cc(OCc3ccccc3)c12
  2	-2%	-9	4%	5%	nt	-25%	-2%	2%
20) CS(=O)(=O)N1CCN(c2ccccc2NC(=O)CSc2nnc(-c3ccco3)o2)CC1
  -2	-2%	8	-4%	-2%	2.0%	-15%	4%	-1%
21) CCO[C@@H]1OC(C(=O)O)=C[C@H](c2ccccc2)[C@H]1CCCO
  -2	0%	-2	-7%	-29%	nt	-26%	-1%	1%
22) COc1ccc(OC)c2sc(NC(=O)C3=COCCO3)nc12
  1	-5%	-7	40%	0%	-0.4%	-17%	10%	-2%
23) O=C(N[C@@H](Cc1ccccc1)C(=O)O)c1c(F)c(F)c(F)c(F)c1F
  2	-1%	-8	-5%[57.1 µM]	-1%	-1.6%	-27%	7%	2%
24) CCOc1ccc(CCNC(=O)CN(C)S(=O)(=O)c2cccs2)cc1OCC
  -6	-3%	-1	-4%	5%	-0.2%	7%	3%	-6%
25) CC1=CC(c2ccc(Cl)cc2)n2ncnc2N1 (stereo not drawn)
  -6	0%	-1	19%	1%	nt	6%	-6%	0%
26) CS(=O)(=O)N1CCC(Oc2ccccc2C(=O)N2CCN(CC3CC3)CC2)CC1
  -3	-2%	3	-2%	-23%	0.2%	-19%	-5%	4%
27) CCN1CC=C2C(C#N)=C(N)C(C#N)(C#N)C(c3cc(Cl)ccc3Cl)C2C1 (stereo not drawn)
  1	-5%	-12	72%[activator]	-25%	1.7%	6%	?	-10%
28) CC(=O)Nc1ccc(N=NC2C(=O)N(C(N)=S)N=C2C)cc1 (stereo not drawn)
  -1	2%	-9	-12%	5%	-0.4%	-19%	1%	-4%
29) CCOC(=O)C1=C(c2ccccc2)NC(=O)NC1c1cc(Br)c(O)c(OC)c1 (stereo not drawn)
  -1	-1%	13	8%[57.1 µM]	-4%	-0.4%	4%	-13%	0%
30) CCSc1nc(-c2cccs2)nc2ccccc12
  -2	-3%	5	4%	-14%	8.3%	-12%	-3%	0%

Later entries
Values run as follows: LDHA inh	Glioma ERSR ind	PI4K2A inh	TrxR1 substrate	Vif-APOBEC3F blk	RXFP1 ag	USP1 inh	IDH1 R132H inh	Vif-APOBEC3G blk
31) Cc1c(NC(=O)c2cccc(-c3cc4ccccc4oc3=O)c2)cccc1-c1nc2ncccc2o1
  -2	6%	2	51%[activator]	0%	4.7%	-22%	1%	-7%
32) O=C(COc1ccccc1Cl)NCCc1ccc2c(c1)OCCO2
  -3	7%	2	-10%	-18%	-3.9%	-16%	-2%	-1%
33) CCOc1cc(C)c(S(=O)(=O)Nc2ccc(F)cc2)cc1C
  8	1%	-1	-6%	-3%	-1.4%	-15%	12%	-9%
34) Cc1cc(O)ccc1-c1cnc2ccccc2n1
  -7	2%	4	-2%	-7%	0.5%	-1%	-5%	-10%
35) CCOc1ccc(C(=O)C(C)OC(=O)c2nc(Cl)ccc2Cl)cc1 (stereo not drawn)
  -1	0%	0	-6%[57.1 µM]	?	2.8%	-19%	6%	0%
36) O=C(NCc1ccccc1)c1cncc(Br)c1
  -3	0%	-2	-14%	6%	1.3%	-11%	2%	0%
37) O=C(Cn1nnc(-c2ccccc2NC(=O)C2CC2)n1)NC1CCCCC1
  -12	-1%	-1	11%	-5%	2.4%	?	10%	-3%
38) Cc1cc(NC(=O)CSc2nnnn2-c2ccc(C)c(C)c2)no1
  -8	-4%	2	-3%	1%	-0.6%	-25%	0%	1%
39) Cc1ccc(S(=O)(=O)N2CCC(NC(=O)c3cccc(C)c3)CC2)cc1
  -4	-4%	2	1%[57.1 µM]	7%	0.9%	-8%	2%	-1%
40) O=C(Nc1ccc(N2CCN(C(=O)c3ccco3)CC2)c(Cl)c1)c1cccs1
  -4	4%	-1	-10%	3%	-0.1%	-10%	1%	0%
41) CC(=O)OC1COC(n2ccc3cc([N+](=O)[O-])ccc32)C(OC(C)=O)C1OC(C)=O (stereo not drawn)
  -1	-2%	-3	-16%	-11%	-0.2%	-11%	5%	1%
42) CCc1ccc(S(=O)(=O)Nc2c(NC3CCCCC3)c3ccccc3oc2=O)cc1
  2	-8%	-19	3%	5%	2.2%	-18%	-4%	0%
43) c1cc(-c2ccc3c(c2)CCO3)n2cnnc2c1
  -1	-1%	-4	nt	nt	nt	nt	nt	1%
44) Cc1ccc(S(=O)(=O)N(C)C[C@@H]2Oc3ccc(NS(C)(=O)=O)cc3CC(=O)N([C@H](C)CO)C[C@@H]2C)cc1
  -2	-2%	-3	-2%[57.1 µM]	4%	nt	-3%	-6%	2%
45) CCN(C(=O)Cc1nc(N)n[nH]1)C1(C(=O)Nc2ccccc2)CCCCC1
  0&0	-6%	-2	-2%[57.1 µM]	2%	1.2%	-4%	6%	1%
46) CCOC(=O)C(c1ccccc1)C(Nc1ccc(F)cc1)c1ccccn1 (stereo not drawn)
  2	-3%	1	-3%	-12%	2.8%	-14%	13%	-4%
47) O=C(c1ccccc1OCc1ccccc1Br)N1CCN(c2ncccn2)CC1
  -5	0%	2	5%[57.1 µM]	-11%	-1.8%	-7%	0%	-18%
48) Oc1ccccc1N1CCN(C(=S)NCCc2ccccc2)CC1
  -1	5%	5	-8%	-10%	5.7%	-17%	-6%	0%
49) CCn1c(/N=C/c2ccc(OC)cc2O)nc2ccccc21
  -2	-1%	-5	-1%	-2%	-1.4%	-9%	0%	1%
50) O=C(CSc1n[nH]c(-c2ccco2)n1)Nc1ccccc1F
  -1	-3%	0	-3%	7%	1.1%	-19%	0%	-1%
51) CC(=O)Nc1cccc(NC(=O)Nc2ccc(C(C)=O)cc2)c1
  0	4%	2	0%	nt	-0.3%	-9%	-2%	0%
52) Cc1cccc(CNC(=O)c2ccc3c(c2)c(C)c(C)n3Cc2ccccc2)c1
  5	-1%	0	4%[57.1 µM]	-1%	-0.7%	-13%	11%	-9%
